# ALOX12 inh = Primary qHTS assay for inhibitors of human arachidonate 12S-lipoxygenase (ALOX12): Round 2. purified 12hLO, xylenol orange hydroperoxide absorbance. Polyunsaturated fatty acid lipoxygenase ALOX12 (Homo sapiens), P18054. Potency, µM (highest dose often 108 µM), without a hit: at the highest dose activity change, negative = inhibition, most hits filed as inhibitors. AID 1671190, 2021. 580,000 compounds, 1.1% hits; active = well fitted inhibition curve with a large enough effect; inconclusive = small, poorly fitted or top-dose-only effect, or another doubt; inactive = no such curve, though single readings can be large or run the other way
# Target sequence (P18054 whole entry, looked up): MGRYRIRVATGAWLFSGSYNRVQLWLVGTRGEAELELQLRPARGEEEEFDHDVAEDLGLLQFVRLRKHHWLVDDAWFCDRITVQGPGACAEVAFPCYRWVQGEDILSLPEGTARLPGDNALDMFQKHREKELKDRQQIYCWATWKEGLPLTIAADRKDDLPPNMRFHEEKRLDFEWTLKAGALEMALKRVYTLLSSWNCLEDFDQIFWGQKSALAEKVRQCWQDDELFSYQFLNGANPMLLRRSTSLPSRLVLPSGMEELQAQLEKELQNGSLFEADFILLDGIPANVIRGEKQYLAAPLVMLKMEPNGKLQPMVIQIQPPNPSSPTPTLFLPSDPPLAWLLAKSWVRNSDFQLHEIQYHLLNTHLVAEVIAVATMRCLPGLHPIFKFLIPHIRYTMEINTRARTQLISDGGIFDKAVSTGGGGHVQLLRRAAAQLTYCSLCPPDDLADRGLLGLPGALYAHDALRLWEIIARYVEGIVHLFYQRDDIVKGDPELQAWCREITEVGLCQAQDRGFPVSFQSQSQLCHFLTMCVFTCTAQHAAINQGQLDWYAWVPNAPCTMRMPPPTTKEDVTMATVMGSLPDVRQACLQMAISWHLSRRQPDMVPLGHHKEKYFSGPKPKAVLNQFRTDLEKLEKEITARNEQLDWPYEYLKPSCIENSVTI
#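 Purified human 12hLO (150 nM final) in 25 mM Hepes, 0.01% Triton X-100, pH 7.0 was preincubated 15 min at room temperature with compound. Then 40 uM arachidonic acid was added, 30 min. Hydroperoxide was read by Fe-XO absorbance ratio 573/405 nm.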
# An asterisk follows results filed as active; ? = inconclusive; [ ] = another dose, or the depositor's remark. % is scaled to controls: 0 for no effect and ±100 for the full control effect; potency is read from the fitted curve at half-maximal effect. A portion of the library. The share of hits here may be higher or lower than overall.
item	Structure	ALOX12 inh
1	O=C(c1ccc(F)c(F)c1)N1CCN(c2cc(-c3ccc(Cl)cc3)[nH]n2)CC1	40%
2	Cc1cccc(C(=O)N2C(C(=O)NCc3ccccc3)COC23CCC(C)CC3)c1 (stereo not given)	24%
3	O=C(NCc1ccc(Cl)nc1)c1cccn2nccc12	-6%[176 µM]
4	CCCNC(=O)C1(C)CCCN(CC(=O)c2ccccc2OC)C1 (stereo not given)	-6%
5	COc1ccc(/C=C2\N=C(SC)SC2=O)cc1	?
6	Clc1ccccc1CNC1(Cc2cc(-c3ccccc3)on2)COC1	3%[176 µM]
7	CN1CCC(C2CCN(Cc3ccc(CCC(C)(C)O)cc3)CC2)CC1	1%
8	CCC(=O)Nc1ccc2nnc(-c3ccc(C(=O)Nc4ccc(OC)cc4)cc3)n2c1	1%
9	CC(NC(=O)c1occc1-c1ccccc1)c1ccco1 (stereo not given)	?
10	CC(=O)N1CC2(CCN(C3CCCCC3)CC2)Cc2ccccc21	3%[6.33 µM]
11	O=C(c1ccc2ccccc2n1)N1CCOC(C(F)(F)F)C1 (stereo not given)	19%
12	O=C(c1cccc(Cl)c1)N1CCCC(n2cc(-c3nc(-c4ccccc4)no3)nn2)C1 (stereo not given)	?
13	COc1ccccc1NC(=O)c1c(-n2cnnn2)sc(C)c1C	36%
14	CCn1ccnc1CN(C)C(=O)c1cn(Cc2ccccc2F)nn1	51%[activator]
15	CC(C)c1ccc(S(=O)(=O)NCC(c2cccnc2)S(=O)(=O)c2ccccc2)cc1 (stereo not given)	?
16	Cc1cccc(C(=O)Nc2cc3c(cc2SCc2ccco2)n(C)c(=O)n3C)c1	?
17	O=C(O)CC(Cc1ccccc1)C(=O)O (stereo not given)	-8%
18	CN(CCc1cn[nH]c1)C(=O)C1CCN(C(=O)C2CCC2)CC1	30%[activator]
19	O=C(CCc1ncc(-c2c(F)cccc2F)o1)Nc1ccc(F)cc1	-41%
20	CS(=O)(=O)c1ccc(CN2CCN3C(=O)N(Cc4ccccc4)C[C@H]3C2)cc1	-5%[176 µM]
21	Cc1ncc(-c2nc3cc(S(=O)(=O)NC(C)C)ccc3n2C(C)C)cn1	-17%
22	Cc1noc(C)c1-c1cc2cc(C(C)C)oc2c(-c2c(C)noc2C)n1	?
23	COc1ccc(C)cc1-n1nnc(-c2nc(-c3cccs3)no2)c1N	?
24	CCOC(=O)c1noc2nc(C)nc(Nc3ccc(CC)cc3)c12	-2%
25	COC(=O)N1CCCC(c2cc(C(=O)Nc3ccccc3Cl)no2)C1 (stereo not given)	-17%

# An excerpt from above in order of the ALOX12 inh value, descending:
item	Structure	ALOX12 inh
2	Cc1cccc(C(=O)N2C(C(=O)NCc3ccccc3)COC23CCC(C)CC3)c1 (stereo not given)	24%
8	CCC(=O)Nc1ccc2nnc(-c3ccc(C(=O)Nc4ccc(OC)cc4)cc3)n2c1	1%
19	O=C(CCc1ncc(-c2c(F)cccc2F)o1)Nc1ccc(F)cc1	-41%

# (more compounds)
item	Structure	ALOX12 inh
26	Cc1cccc(C)c1-n1nnnc1C(c1ccnc2ccccc12)N(C)Cc1ccccc1 (stereo not given)	0%
27	O=c1cc(CN2CCCCCCC2)c2ccccc2o1	?
28	O=C(Nc1ccncc1)C12CC3CC(CC(Br)(C3)C1)C2	-3%
29	CCCCOCC1CN(CCCC)S(=O)(=O)c2c(cccc2N2CCCCC2)O1 (stereo not given)	9%
30	NCCC(=O)Nc1ccccc1	-5%
31	O=C(NC(NC(=O)c1ccccc1)c1ccc(Cl)cc1Cl)c1ccccc1	3%
32	COC1CN(c2cccc(F)c2)C12CCN(C(=O)NC(C)(C)C)CC2 (stereo not given)	11%
33	CCN(Cc1ccccc1)C(=O)CSc1ncnc2ccccc12	-3%
34	O=C(NCC1(c2ccccc2)CCC1)c1cc(=O)[nH]c2ccccc12	-1%
35	CCOC(=O)CC1(C)Sc2ccccc2N1S(=O)(=O)c1ccc(C)cc1 (stereo not given)	16%
36	CS(=O)(=O)c1ccc(OC[C@H]2C[C@@H](NCc3ccc(F)cc3)[C@H](O)[C@@H]2O)cc1	16%
37	Cc1ccc(Nc2nc(CSc3nnnn3C3CCCC3)cs2)cc1	-65%
38	Cc1c(-c2ccccc2)oc2c(C(=O)N3CCCC(C)C3)cccc2c1=O (stereo not given)	?
39	CCCC(=O)N1CCC1(C)C(=O)Nc1ccc(OC)c(OC)c1 (stereo not given)	-3%
40	O=C(O)c1cc(NS(=O)(=O)c2cc(F)cc(F)c2)ccc1Cl	-2%
41	Cc1nnnn1CCCN1CC[C@H]2NCCC[C@]2(C(=O)O)C1	10%
42	CC1=C/C(=N\NC(=S)Nc2ccccc2F)CC1	?
43	O=C(O)C1CCCCC1C(=O)NC1CCCCCCC1 (stereo not given)	-1%
44	C[C@@H](O)CNC(=O)c1nc(-c2ccc3cc[nH]c3c2)no1	14%
45	O=[S+]([O-])(c1ccccc1)N1CCNc2cnc(Nc3cccc(F)c3)nc2C1	?
46	CCOC(=O)c1c(NC(=O)COC(=O)c2ccc(Cl)nc2)sc(C)c1C	-23%
47	CC(C)NC(=O)NC(=O)C(C)N(C)Cc1ccc(F)cc1 (stereo not given)	-4%
48	Cc1ccccc1Cn1c(Cl)nc2c1c(=O)n(C)c(=O)n2C	7%
49	COc1ccc(C(CNC(=O)c2nn(Cc3ccccc3)c(=O)c3ccccc23)N2CCCC2)cc1 (stereo not given)	-10%
50	COCc1ccc2c(c1)c(OC(C)(C)C(=O)Nc1cc(C)nn1C)nn2Cc1ccccc1	17%

# A few values from the results shown.
# Result of compound 49 in ALOX12 inh: -10%
# Result of compound 26 in ALOX12 inh: 0%
# Result of compound 48 in ALOX12 inh: 7%
# Result of compound 34 in ALOX12 inh: -1%

# Remaining list, next part
item	Structure	ALOX12 inh
51	Cc1ccc(S(=O)(=O)N2CCCc3nc(C)c(C)cc32)cc1	-9%
52	COc1ccc(OC)c(CN2C(=O)CCC2(C)c2nnnn2-c2c(C)cccc2C)c1 (stereo not given)	-12%
53	COc1ccc(CN2CCC2(C)C(=O)Nc2cccc(NS(C)(=O)=O)c2)c2ccccc12 (stereo not given)	3%
54	CCOC(=O)c1ccc(NCc2ccnc(N3CCOCC3)c2)nc1	?
55	Cc1nn(CCC(=O)Nc2ccc(C(C)C)cc2)c(C)c1S(=O)(=O)N1CCC(C)CC1	?
56	COc1cccc(C(=O)N2CCN(c3cc(C(F)(F)F)nc(C)n3)CC2)c1OC	7%
57	Cc1ncc2c(c1CNC(=O)c1ccc3c(c1)OCO3)CCN(C(=O)c1cccc(-n3cccn3)c1)C2	7%
58	CC(C)(C)S(=O)(=O)N1C[C@@H]2CC(=O)C=C2[C@H]1CCO	5%
59	CCOc1cccc(C(=O)Nc2nonc2CC)c1	6%
60	CCCn1nc(C(=O)Nc2sc3c(c2C#N)CCCC3)c2ccccc2c1=O	8%
61	COc1cc(C#N)ccc1OCC(=O)c1ccc2c(c1)OCCCO2	?
62	COc1ccc(C(=O)N2CCCC3(CN[S+](=O)([O-])c4ccccc4N3)C2)cc1 (stereo not given)	58%[activator]
63	O=C(N1CCOCC1)N1CCN(c2ccc(Cl)nn2)C(=O)C1	5%[6.33 µM]
64	COc1cccc(CC(=O)N2CCC3(CC2)NC(=O)N(c2cccc(Cl)c2)N3)c1	1.4µM*
65	Fc1ccc2c(c1)nc1n2[C@@H](CN(Cc2ccccn2)Cc2ccccn2)COC1	108%[activator][176 µM]
66	CCN1CCCC1CNC(=O)c1ccc2nc(C)c(C)nc2c1 (stereo not given)	?
67	Cc1ccc(NC(=O)Cc2nn(C)c(=O)c3ccccc23)cc1	?
68	Cc1noc(C)c1[S+](=O)([O-])N1CC2ON=C(C(=O)O)C2C1 (stereo not given)	0%[12.5 µM]
69	CC(C)CNC(=O)C(NC(=O)c1ccccc1Cl)C1CCN(C(=O)c2cccc(F)c2)CC1 (stereo not given)	46%[activator]
70	CCOc1ccccc1NC(=O)C1=NN(C2CCS(=O)(=O)C2)C(=O)CC1 (stereo not given)	-7%
71	O=C(c1ccccc1F)N1CCC2(CC1)CN[S+](=O)([O-])c1ccccc1N2	80%[activator]
72	COc1cc(-c2nc(CC(=O)NC3CCN(Cc4ccccc4)CC3)cs2)cc(OC)c1OC	-2%
73	CCC(CC)C(CNC(=O)c1cc(Br)ccc1F)N1CCOCC1 (stereo not given)	-2%
74	CS(=O)(=O)N1CCC(OC2CCN(C(=O)NCc3ccc(F)cc3)CC2)CC1	1%
75	CC(C)n1cc2cc(C(=O)NC3CCCCCC3)sc2c1	?

# Part of the list above, reformatted:
35: CCOC(=O)CC1(C)Sc2ccccc2N1S(=O)(=O)c1ccc(C)cc1 (stereo not given)
  ALOX12 inh = 16%
36: CS(=O)(=O)c1ccc(OC[C@H]2C[C@@H](NCc3ccc(F)cc3)[C@H](O)[C@@H]2O)cc1
  ALOX12 inh = 16%
37: Cc1ccc(Nc2nc(CSc3nnnn3C3CCCC3)cs2)cc1
  ALOX12 inh = -65%

# (listing goes on)
item	Structure	ALOX12 inh
76	CN(C)CCCNC(=O)c1nc(-c2cccc3[nH]ccc23)no1	12%
77	CCNC(=O)N1CCC(N2C(=O)C3(CCCC3)C2c2ccccc2)CC1 (stereo not given)	40%
78	CC1(C)CC(=O)C2=C(C1)Nc1c(c(=O)[nH]c(=O)n1Cc1ccccc1)C2c1ccc2c(c1)OCO2 (stereo not given)	?
79	c1coc(CN2CCc3c(sc4ncnc(N5CCOCC5)c34)C2)c1	134%[activator]
80	COc1ccc(NC(=O)N2CCC(Cc3noc(C4CC4)n3)C2)cc1 (stereo not given)	85%[activator]
81	O=c1cc(-c2ccc(F)cc2)oc2ccc(F)cc12	?
82	CCn1cc(CN2CCCC(CNC(=O)c3cc(OC)cc(OC)c3)C2)c(C)n1 (stereo not given)	8%
83	O=c1[nH][nH]c2c1[C@H](c1ccc(F)cc1)O[C@H](CCC(F)(F)F)C2	-3%
84	CC(C)(C)CC(=O)Nc1cnc(-c2ccc(Cl)cc2)nc1	18%
85	CCOCC(=O)N1CCC2(CC1)CC(N(Cc1ccc(F)cc1)C1CC1)CCO2 (stereo not given)	27%
86	COc1ccc(C(=O)N2CCC3(C2)C(=O)N(C)c2ccccc23)cc1 (stereo not given)	36%[activator][176 µM]
87	COc1ccc(C(=O)N2C[C@@H]3C[C@H]2C(=O)Nc2ccccc2O3)cc1	-15%[176 µM]
88	CC(=O)NCC(=O)N1Cc2ccccc2CC2(CCN(C)C2)C1 (stereo not given)	2%[6.33 µM]
89	Cc1ccc(CN(C)C(=O)c2cc(S(=O)(=O)Nc3ccc(C)cc3)ccc2C)cc1	1%
90	O=C1NC2(CCN(Cc3cccc4ccccc34)C2)Oc2ccccc21 (stereo not given)	6%
91	COCCC1(NS(=O)(=O)c2cccnc2)CCN(S(C)(=O)=O)CC1	36%[activator]
92	Cc1noc(C)c1CC(=O)N1CCCC(COc2ccccc2C(=O)NC2CC2)C1 (stereo not given)	47%
93	CC1(C(=O)NS(=O)(=O)c2ccc(F)cc2F)CCN1C(=O)Cc1ccccc1Cl (stereo not given)	-8%
94	C[C@H](NC(=O)C(=O)Nc1ccccc1C(C)(C)C)C(=O)N[C@@H](CC(=O)O)C(=O)COc1c(F)c(F)cc(F)c1F	-15%[57.4 µM]
95	OCc1nc2ccccc2n1CC(O)COc1c(Cl)cccc1Cl (stereo not given)	24%
96	Cc1ccsc1CN1CCOc2ccc(C(=O)NCc3ccccc3F)cc2C1	-3%
97	CCc1ccc(CNC(=O)CN2C(=O)NC3(CCCCC3)C2=O)cc1	?
98	O=C1CCN(C(=O)c2cccs2)CCCC(c2nc(-c3ccccc3)no2)CCN1 (stereo not given)	12%
99	COc1ccc(CN2CCCC3(CN[S+](=O)([O-])c4ccccc4N3)C2)cc1 (stereo not given)	36%
100	Cc1ccc(-c2nn(C)c(=O)c3ccccc23)cc1CNC(=O)c1ccccc1Cl	-6%
101	O=C(CCc1cccnc1)NC12CC3CC(CC(C3)C1)C2	3%
102	C#Cc1cccc(NC(=O)c2ccc(OCC=C)cc2)c1	-57%
103	O=C(c1n[nH]c2c1CCCCCC2)N1CCc2nc3cc(-c4ccccc4)[nH]n3c(=O)c2C1	26%
104	O=C(CC1CCOCC1)NCc1ccc(F)cc1	32%
105	O=C(NCc1ccco1)c1ccc(-c2ccc3nccn3c2)cc1	?
106	COc1ccc(-c2cc(=O)oc3cc(OCC(=O)N4CCC(O)CC4)ccc23)cc1	3%
107	O=C(CC[C@@H]1CNC(=O)[C@@H]2C[C@H](NC(=O)c3cccc(F)c3)CN12)NCc1cccnc1	72%[activator][176 µM]
108	O=C(CCCc1ccccc1)N1C[C@@H](CO)[C@H](c2ccncc2)C1	15%
109	CNC(=O)[C@@H]1CN(C(=O)C2(c3ccccc3)CC2)C[C@H]1c1n[nH]c(C)n1	21%
110	Cc1cc(C(=O)Nc2ccccc2Cc2ccccc2)cs1	-30%
111	CCOC(=O)C(=O)N(C)c1c(CC)nc2c(OCc3ccccc3)cccn12	0%
112	COc1cc(C(C)NC(=O)c2c(C)noc2C)cc(OC)c1OC (stereo not given)	6%
113	CC(C)(C)CC(=O)Nc1ccc([C@@H](O)[C@H]2COCC(=O)N2Cc2ccccn2)cc1	44%[activator][176 µM]
114	O=C(Cn1cc(Br)c(=O)[nH]c1=O)N1CCC2(CC1)OCCO2	18%
115	CCNc1c(NS(=O)(=O)c2ccc(F)c(F)c2)c(=O)oc2ccccc12	?
116	Cc1cc(OCc2n[nH]c(=S)n2CC2CCCO2)cc(C)c1Cl (stereo not given)	?

# Structural class: the entries above with a cyano group
item	Structure	ALOX12 inh
60	CCCn1nc(C(=O)Nc2sc3c(c2C#N)CCCC3)c2ccccc2c1=O	8%
61	COc1cc(C#N)ccc1OCC(=O)c1ccc2c(c1)OCCCO2	?

# Source: PubChem
